Assay outcomes (PubChem)
H37Rv inhibition = M. tuberculosis growth inhibition, HTS (AID 449762); one-dose inhibition, % at 25 µM; IC50 in µM for titrated hits; M. tuberculosis H37Rv growth inhibition, 7H9 media; higher % means a stronger effect; 330,000 tested, 0.59% active; in the data active means a potency from the dose series; inconclusive means inhibition above about 70% without an active follow-up result;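 further: bacterial growth assessed after seven days of incubation; strong numbers were not always called active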
Salmonella PhoP GFP = Inhibition of PhoP regulon, Salmonella typhi GFP reporter cells, confirmation, 4 h (AID 1850) | 310,000 tested, 0.33% active | Salmonella Typhi PhoP-promoter GFP reporter, fluorescence, 4 h; higher % means a stronger effect | inhibition, % at 50 µM, or IC50 in µM where a hit was titrated; in the data active means a potency from the dose series; inconclusive means inhibition mostly from about 25% at the one dose, without a potency; inactive means the rest, 99 in 100 with inhibition below about 19%;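 further: 0% = induced wells with vehicle and 100% = uninduced wells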
influenza NS1A = NS1A inhibition, H1N1 influenza, cell based functional assay (AID 504329); NS1A functional cell-based assay, percent inhibition; higher % means a stronger effect; 340,000 tested, 0.3% active; inhibition, % at 12.5 µM; hits with a dose series show IC50 in µM; in the data active means a potency from the dose series; inconclusive means inhibition above about 27% without an active follow-up result; further: strong numbers were not always called active
M. tuberculosis = growth inhibition of non-replicating M. tuberculosis (AID 488890) | inhibition, % at 25 µM; hits with a dose series show IC50 in µM | 320,000 tested, 0.39% active | Mycobacterium tuberculosis non-replicating, growth inhibition; higher % means a stronger effect; in the data active means a potency from the dose series; inconclusive means inhibition mostly from about 82% at the one dose, without a potency; inactive means the rest, 99 in 100 with inhibition below about 76%;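 further: plate controls were DMSO cells for no effect and high antibiotic wells for full effect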
VEEV TC-83 Vero = inhibitors of VEEV TC-83 cytopathic effect, confirmation, Vero cells (AID 588727); Vero cells, VEEV TC-83 cytopathic effect inhibition; higher % means a stronger effect; inhibition, % at 20 µM, or IC50 in µM where a hit was titrated; 350,000 tested, 0.13% active; in the data active means a potency from the dose series; inconclusive means inhibition mostly from about 14% at the one dose, without a potency; inactive means the rest, 99 in 100 with inhibition below about 12%; further: strong numbers were not always called active
The depositor's hits bear a star; i = inactive; ? = inconclusive; . = no result given; & = joins results of further samples.

SMILES	H37Rv inhibition	Salmonella PhoP GFP	influenza NS1A	M. tuberculosis	VEEV TC-83 Vero
N#CCCn1cc(C(=O)NCc2ccccc2)c(-c2ccccc2)n1	8%	-8%	-8%	0%	0.3%
Cn1c(C(=O)N2CCOCC2)cnc1Sc1ncc(C(F)(F)F)cc1Cl	4%	-1%	-5%	39%	0.9%
Fc1ccc(NC(=S)Nc2cccnc2)c(F)c1F	-9%	10%	-2%	43%	1.5%
Cc1ccc(-n2ncc3c(=O)n(CC(=O)N4CCN(c5ccccc5F)CC4)cnc32)cc1C	-3%	7%	-6%	-16%	2.4%
CN(C)S(=O)(=O)c1ccc(Cl)c(NC(=O)CSc2nc3ccccc3c(=O)n2CCCN2CCOCC2)c1	0%	-4%	-4%	-12%	i
COC(=O)c1[nH]c(C)c(/C(O)=C2\C(=O)C(=O)N(CCN3CCOCC3)C2c2ccco2)c1C (centres undefined)	-6%	11%	4%	-14%	1.3%
CCOc1ccc(CNC(=O)CCc2cn(C)c3ccccc23)cc1OC	6%	-10%	-1%	-3%	i
CC(C)(C)C(=O)Nc1ccc(-c2cc3cc(Cl)ccc3o2)cc1	4%	3%	-4%	-11%	1.5%
COc1ccc(CCNC(=O)C2CCN(C(=O)c3ccc(Br)cc3)CC2)cc1	5%	2%	-6%	58%	i
COc1ccc(-n2ccnc2SCC(=O)NCc2ccccc2)c(OC)c1	5%	7%	6%	12%	0.7%
CS(=O)(=O)c1ccc2nc(NC3(C(F)(F)F)N=C4SCCN4C3=O)sc2c1 (centres undefined)	-6%	0%	4%	-4%	i
COc1ccc(C(=O)N2CCN(S(=O)(=O)c3ccc(C)cc3C)CC2)cc1OC	-6%	3%	-6%	-4%	1.3%
CCc1cc(=O)oc2cc(C)cc(OCC(=O)NCCN3CCOCC3)c12	1%	2%	1%	-1%	2.5%
O=C(c1ccccc1NS(=O)(=O)c1cccs1)N1CCOCC1	-3%	4%	-23%	6%	i
O=C(OCc1cccc([N+](=O)[O-])c1)c1ccc2ccccc2n1	?	9%	5%	7.2µM*	i
Cn1c(C(=O)N[C@@H](Cc2ccccc2)C(=O)O)cc2cc(F)ccc21	-6%	14%	-20%	-8%	0.2%
c1ccc(Cn2ncc3c(Nc4ccccc4)ncnc32)cc1	1%	-7%	1%	7%	7.4%
COc1ccc(OCC(=O)Nn2c(-c3ccc(C)cc3)nc3ccccc3c2=O)cc1	0%	-6%	0%	-7%	1.8%
CCNc1nc(NCC)n2c(SCC(=O)Nc3ccc(C)cc3Br)nnc2n1	2%	.	-11%	5%	1.7%
O=C(O)c1ccc(-n2nc(C(F)(F)F)c3c2CCCC3)cc1	-1%&7%	1%&-13%	-4%&16%	26%	1.0%&5.5%
CC(O)CNc1ncnc2cc(-c3ccc(F)cc3)sc12 (centres undefined)	6%	-2%	2%	13%	10%
C=COCCNC(=S)N1CCOCCOCCN(C(=S)NCCOC=C)CCOCC1	-8%	-2%	0%	-3%	0.9%
CCNc1ccc(S(=O)(=O)N(C)C)cc1NCC(=O)Nc1ccc(Br)cc1F	-1%	-2%	3%	23%	0.0%
O=C1CN(S(=O)(=O)c2ccc(Cl)cc2)c2ccccc2N1	-1%	4%	3%	-6%	i
Cc1ccc2nc(SCC(=O)NCc3ccc(F)cc3)[nH]c2c1	-4%	5%	19%	28%	0.2%
O=c1c2ccccc2oc2nc(-c3ccco3)n(-c3ccccc3)c(=O)c12	9%	-5%	8%	9%	0.1%
O=C(NCC1CCN(C(=O)c2cccc([N+](=O)[O-])c2)CC1)c1cccc([N+](=O)[O-])c1	-13%	8%	-5%	-4%	i
Cc1nc2c(Cl)cccc2c2c1CC(CBr)O2 (centres undefined)	7%	-7%	17%	35%	0.4%
COc1cc(C(=O)OCCNC(=O)c2ccccc2)cc(OC)c1OC	-7%	5%	-7%	6%	0.6%
COc1ccc(S(=O)(=O)NCc2ccncc2)cc1NC(=O)c1ccccc1	-10%	2%	10%	4%	i
CC(C)c1nnc(SCC(=O)NC2CCCCC2)n1C	5%	1%	1%	-14%	i
Cn1cnc([N+](=O)[O-])c1Oc1ccc2ccccc2c1	?	-4%	5%	?	11%
Cc1ccc(NC2=C(Cl)C(=O)OC2NC(=O)c2ccccc2)cc1 (centres undefined)	4%	-3%	3%	5%	1.1%
CCCn1c(SCC(N)=O)nc2c(c1=O)C1(CCCC1)Cc1ccccc1-2	2%	-4%	-6%	4%	7.4%
Cc1csc(NC(=O)c2cc([N+](=O)[O-])cc([N+](=O)[O-])c2)n1	?	9%	-1%	7.8µM*	8.6%
O=c1c(-c2ccccc2Cl)c[nH]n1-c1ccccc1	9%	-5%	-4%	-1%	0.6%
Cc1ccc2nc(SCC(=O)NCCc3ccccc3)nc(=O)n2c1	-1%	-4%	1%	0%	3.8%
CN1CC(C(=O)Nc2ccc(F)c(Cl)c2)CC1=O (centres undefined)	1%	-10%	-6%	5%	0.7%
O=C(NCCn1cc(SCc2ccc(F)cc2)c2ccccc21)c1c(F)cccc1F	-5%	-5%	26%	-9%	4.8%
COc1ccc(CN2CCCCC2C(=O)Nc2ccc(OC)c(OCC(C)C)c2)cc1OC (centres undefined)	5%	1%	-1%	4%	i
Cc1ccc(C(=O)N/C(=C/c2cccnc2)C(=O)N2CCCCCC2)cc1	-14%	-1%	-10%	-3%	1.9%
Cc1ccc(/C=N/NC(=O)c2ccco2)s1	-6%	15%	-7%	?	i
c1coc(C2Nc3cccc4cccc(c34)N2)c1	1%	-2%	.	7%	.
CC[C@]12c3[nH]c4cc(-c5ccco5)ccc4c3CCN1C(=O)[C@@H](CC(=O)NCCC1=CCCCC1)C[C@@H]2C(=O)N1CCN(C(=O)c2ccco2)CC1	.	.	-10%	.	2.1%
COc1ccc(C(=O)NCc2csc(C)n2)cc1OC1CCN(C(C)=O)CC1	-4%	-4%	12%	-3%	0.4%
O=C(CCSc1ccc(Cl)cc1)NCc1ccncc1	-9%	5%	-5%	18%	1.8%
CCOc1ncccc1C(=O)OCC(=O)NCCCc1ccccc1	-3%	.	1%	24%	i
O=C1C=C(c2ccc(Oc3ccccc3)cc2)C[C@@H](c2ccc(F)cc2)C1	25%	.	3%	14%	i
Cc1cccc(N(C(=O)c2snc(C(N)=O)c2N)C(C(=O)NCC2CCCO2)c2c[nH]c3ccccc23)c1 (centres undefined)	10%	10%	7%	18%	1.1%
CCC(C)NC(=O)C1CCN(S(=O)(=O)CC)CC1 (centres undefined)	-10%	-9%	-2%	-4%	0.7%

The list goes on.
SMILES	H37Rv inhibition	Salmonella PhoP GFP	influenza NS1A	M. tuberculosis	VEEV TC-83 Vero
O=c1[nH]c(CSc2ccccn2)nc2c1cnn2-c1ccccc1	10%	-9%	0%	70%	10%
FC(F)(F)c1cccc(-c2ccc(-c3csnn3)o2)c1	-10%	-14%	3%	0%	2.1%
CC(C)[C@H](NC(=O)c1ccccc1F)C(=O)Nc1ccc2c(c1)OCO2	-2%	.	-7%	17%	3.1%
COc1ccc(C(=O)N/C(=C\c2ccccc2)C(=O)NC(CC(C)C)C(=O)O)cc1 (centres undefined)	0%	-4%	2%	-1%	0.2%
CCCCc1ccc(NC(=O)NCc2ccccn2)cc1	-10%	-9%	-3%	41%	0.5%
CCSc1nnc(CNc2ccc(F)cc2)n1CC1CCCO1 (centres undefined)	-7%	-4%	3%	3%	i
CCCOC(=O)CN1C(=O)c2ccccc2C1=O	-15%	-4%	-14%	-6%	i
CCOC(=O)C1=C(CSc2nc3c(cc2C#N)CN(C)CC3)OC(N)=C(C#N)C1c1ccc(F)cc1 (centres undefined)	6%	-6%	-3%	21%	0.6%
Cc1c(NC(=O)CSc2nnnn2-c2ccc(C(=O)O)cc2)c(=O)n(-c2ccccc2)n1C	-5%	9%	-7%	-28%	0.1%
CCN(C(=O)CSc1nnc(NCCOC)s1)c1c(N)n(Cc2ccccc2)c(=O)[nH]c1=O	.	.	-3%	.	0.7%
CSc1cccc(NC(=O)CN2C(=O)COc3ccc(S(=O)(=O)N4CCOCC4)cc32)c1	5%	-14%	-1%	-5%	1.1%
OC1(C#Cc2c(-c3ccsc3)oc3ccc(N4CCOCC4)cc23)CCCCC1	63%	2%	1%	16%	4.7%
C[C@H](CO)N1C[C@H](C)[C@@H](CN(C)C(=O)Nc2ccc3c(c2)OCO3)Oc2c(NC(=O)Nc3ccc4c(c3)OCO4)cccc2C1=O	1%	.	-4%	-5%	8.2%
Cc1nc(C(F)(F)F)ccc1C(=O)Nc1ccc(C(F)(F)F)cn1	4%	-5%	-19%	-4%	1.7%
Cc1cccc(C)c1N1C(=O)[C@@H]2C(c3ccccc3Cl)=NO[C@@H]2C1=O	1%	18%	-12%	-6%	i
Cc1cccc(/N=C/c2c(O)n(Cc3ccc4c(c3)OCO4)c(=O)c3ccccc23)n1	9%	-36%	4%	-2%	1.6%
CC(=O)Nc1c2c(nn1-c1ccccc1)CSC2	-2%	-13%	-8%	-3%	i
Cc1cc(Cl)ccc1NC(=O)NC1CCN(S(=O)(=O)c2ccc(F)cc2)CC1	0%	-1%	9%	3%	i
COc1ccc(-c2coc3cc4oc(=O)cc(C)c4cc23)cc1F	-2%	0%	-46%	-4%	5.5%
c1ccc2[nH]c(CCNC3CCCCC3)nc2c1	-1%	9%	-21%	4%	0.4%

In the list so far, these contain two or more sulfur atoms.
SMILES	H37Rv inhibition	Salmonella PhoP GFP	influenza NS1A	M. tuberculosis	VEEV TC-83 Vero
CN(C)S(=O)(=O)c1ccc(Cl)c(NC(=O)CSc2nc3ccccc3c(=O)n2CCCN2CCOCC2)c1	0%	-4%	-4%	-12%	i
CS(=O)(=O)c1ccc2nc(NC3(C(F)(F)F)N=C4SCCN4C3=O)sc2c1 (centres undefined)	-6%	0%	4%	-4%	i
O=C(c1ccccc1NS(=O)(=O)c1cccs1)N1CCOCC1	-3%	4%	-23%	6%	i
C=COCCNC(=S)N1CCOCCOCCN(C(=S)NCCOC=C)CCOCC1	-8%	-2%	0%	-3%	0.9%
CCN(C(=O)CSc1nnc(NCCOC)s1)c1c(N)n(Cc2ccccc2)c(=O)[nH]c1=O	.	.	-3%	.	0.7%
CSc1cccc(NC(=O)CN2C(=O)COc3ccc(S(=O)(=O)N4CCOCC4)cc32)c1	5%	-14%	-1%	-5%	1.1%

Carrying on.
SMILES	H37Rv inhibition	Salmonella PhoP GFP	influenza NS1A	M. tuberculosis	VEEV TC-83 Vero
O=C(COC(=O)CC(c1ccccc1)c1ccccc1)NCc1ccccc1	1%	-3%	3%	24%	0.2%
CCN(C(=O)CSc1nc2ccccc2c(=O)n1C(C)COC)C1CCS(=O)(=O)C1 (centres undefined)	-6%	2%	8%	-2%	0.4%
O=C(NC1(C(F)(F)F)NC(=O)N(c2ccc(F)cc2)C1=O)c1cccs1 (centres undefined)	1%	-6%	2%	-1%	0.5%
O=C(N/N=C/c1ccncc1)/C(=C/c1ccccc1)NC(=O)c1ccccc1	8%	12%	-10%	-4%	0.1%
O=S(=O)(c1ccccc1S(=O)(=O)N1CCCCC1)N1CCCCC1	-11%	2%	-2%	8%	1.5%
O=C(Nc1ccnc(-c2ccncc2)n1)C1CC1	-3%	-14%	-9%	24%	2.4%
O=C(NCc1cccnc1)c1ccc(NS(=O)(=O)c2ccccc2)cc1	-4%	-8%	-10%	-1%	3.9%
CCOC(=O)Nc1ccc2c(c1)nc(CN1CCN(C(C)=O)CC1)n2C	5%	-4%	2%	5%	0.5%
O=C(c1nc2ccccn2c1CNCCOc1cccnc1)N1CCOCC1	-1%	1%	-10%	-7%	0.5%
Cc1ccc(/C=C2\SC(=O)N(CCNC(=O)C3CSC4(C)CCC(=O)N34)C2=O)cc1 (centres undefined)	0%	7%	-5%	4%	6.5%
CC(=O)c1ccc(NC(=O)C(NC(=O)c2ccccc2)=C(C)C)cc1	-4%	-13%	2%	12%	0.7%
Cc1ccc(-c2nn(CCC(=O)Nc3cccnc3)c(=O)c3ccccc23)cc1	5%	-2%	.	17%	2.6%
CCOC(=O)C/C(C)=N/NC(=O)Nc1ccccc1	-5%	0%	-9%	-6%	0.7%
N#Cc1cncc(C#Cc2ccccc2)c1	1%	-4%	-24%	6%	2.7%
CCCOc1ccc(C(=O)N2CCCc3ccccc32)cc1	6%	-21%	0%	27%	i
Cc1ccc(Cl)cc1NC(=O)CCN1C(=O)C2C3CCC(C3)C2C1=O (centres undefined)	4%	-1%	-11%	3%	0.8%
CC1(c2ccc([N+](=O)[O-])cc2)NC(=O)N(CC(=O)Nc2cccnc2Cl)C1=O (centres undefined)	-7%	-6%	-4%	-4%	3.9%

Not a hit list; any-hit rate near 1.5%.
